# Screens: PubChem BioAssay, Sanford-Burnham Center for Chemical Genomics
# SENP1 FRET inh: inhibitors of human SENP1 SUMO protease catalytic domain; inhibition, % at 10 µM; Q9P0U3; actives 0.21% (n = 360,000); recombinant SENP1 catalytic domain, CyPet-SUMO1-YPet FRET cleavage;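 active = inhibition at least 30% at 10 µM, raw YFP signal under a set limit, fluorescence ratio 0.5 to 1.5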;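 note: 0% = enzyme with DMSO and 100% = no enzyme wells; some results filed as inactive read as strong as hits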
# Target sequence (Q9P0U3 419-644 limits assumed): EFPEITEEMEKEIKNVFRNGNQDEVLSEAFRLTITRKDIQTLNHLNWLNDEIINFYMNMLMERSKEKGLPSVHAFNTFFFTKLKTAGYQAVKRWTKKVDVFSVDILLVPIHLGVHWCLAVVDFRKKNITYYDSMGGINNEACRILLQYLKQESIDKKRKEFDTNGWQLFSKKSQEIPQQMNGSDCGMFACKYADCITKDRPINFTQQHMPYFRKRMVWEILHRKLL
#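 Compound: 10 µM single point, 0.5% DMSO; Test system: hSENP1 catalytic domain, recombinant; Timing: 50 min reaction at room temperature; Technique: FRET, CFP and YFP emission; Control set: no-enzyme wells low, DMSO-plus-enzyme wells high control.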
# GRIN3A LBD mod: NR3A (human) ligand-binding domain modulation; AID 1259313; NR3A LBD differential scanning fluorimetry, Tm shift; 0% = protein alone, 100% = glycine-bound protein; Tm shift relative to glycine control, % at 25 µM; actives 2.5% (n = 340,000);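 active = melting temperature shift of at least 10% of the positive control shift, at one fixed dose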
# SENP8 block: blocks human SENP8 cleavage of Nedd8 substrate; Q96LD8; recombinant SENP8, Nedd8 substrate fluorescence; inhibition, % at 20 µM; actives 0.64% (n = 360,000); in the data active = inhibition mostly above about 40%, no sharp cut-off; inactive = mostly below about 27%
# Target sequence (Q96LD8 whole entry, looked up): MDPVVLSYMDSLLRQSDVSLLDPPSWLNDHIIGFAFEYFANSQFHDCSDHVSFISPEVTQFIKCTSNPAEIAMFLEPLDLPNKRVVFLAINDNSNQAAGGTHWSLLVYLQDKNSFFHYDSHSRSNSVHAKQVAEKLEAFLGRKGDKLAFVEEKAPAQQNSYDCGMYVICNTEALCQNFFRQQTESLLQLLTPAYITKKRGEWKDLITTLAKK
# PfGluPho inh: PfG6PD (Plasmodium falciparum) enzyme inhibition; PfGluPho enzyme, NADPH resazurin-diaphorase fluorescence; inhibition, % at 20 µM; actives 0.78% (n = 350,000);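 active = inhibition reaching at least a set limit at 20 µM in the primary screen, cut at about 59% in these data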;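 note: 0% = DMSO wells with substrate and 100% = DMSO wells lacking glucose-6-phosphate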
# MPTP block: blocks calcium-induced mitochondrial swelling; isolated mouse mitochondria, Ca2+ swelling absorbance, 30 min; inhibition, % at 10 µM; actives 1.4% (n = 360,000); AID 602449;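 active = inhibition of 50% or more, scaled per plate between neutral and stimulator controls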;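 note: 0% = DMSO wells given calcium and 100% = 1 mM EGTA wells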
# SENP6 block: SENP6 protease inhibition; actives 1.8% (n = 330,000); inhibition, % at 10 µM; AID 2599; Recombinant SENP6 catalytic domain, aminoluciferin luminescence; Q9GZR1;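 active = inhibition above about 50% at the single tested dose, limit read from the data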;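 note: plate controls were DMSO wells with enzyme for no effect and DMSO wells lacking enzyme for full effect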
# hIAP activ: increases human intestinal alkaline phosphatase activity. activation factor at 10 µM. purified human IAP, CDP-Star luminescence, 30 min; stronger effect = higher value; 1 = vehicle-only enzyme, 0 = enzyme-free background. actives 0.16% (n = 330,000);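 active = activation factor of the enzyme at least 2-fold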; note: the source names both 10 and 20 µM as test concentration; values of inactives mirror those of a sister screen read the other way
# ATG4B inh: ATG4B (human) cysteine protease inhibition. Q9Y4P1. ATG4B cleavage of LC3-PLA2, NBD-HPC fluorescence, 1 h. inhibition, % at 8.33 µM. actives 0.51% (n = 340,000). AID 504462; in the data active = inhibition above about 40%
# Target sequence (Q9Y4P1 whole entry, looked up): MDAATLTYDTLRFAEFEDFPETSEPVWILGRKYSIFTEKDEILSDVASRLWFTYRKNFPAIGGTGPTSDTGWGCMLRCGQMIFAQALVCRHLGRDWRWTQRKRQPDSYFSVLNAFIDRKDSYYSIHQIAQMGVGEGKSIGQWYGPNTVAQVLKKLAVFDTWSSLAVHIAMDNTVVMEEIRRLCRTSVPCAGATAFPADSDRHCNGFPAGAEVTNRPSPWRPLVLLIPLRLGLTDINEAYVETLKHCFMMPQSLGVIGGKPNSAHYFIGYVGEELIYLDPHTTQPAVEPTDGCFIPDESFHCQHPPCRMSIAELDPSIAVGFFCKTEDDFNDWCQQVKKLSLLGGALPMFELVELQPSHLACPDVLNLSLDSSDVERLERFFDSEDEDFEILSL
# Starred values were filed as active, the others as inactive; . = no result given. An unsorted share of the library (roughly 6.7% active in at least one column).
entry	structure	SENP6 block	hIAP activ	MPTP block	SENP1 FRET inh	PfGluPho inh	ATG4B inh	GRIN3A LBD mod	SENP8 block
1	COc1ccc(/C=C/C(=O)c2cc(F)ccc2OC(=O)c2ccccc2C)cc1OC	-7	1	0.2	-16	11	0	2	-107
2	CC1CCN(CC(=O)NC(=O)NCc2ccccc2)CC1	-23	0.96	-0.3	1	-6	1	0	14
3	Cc1ccc(NC(=O)c2cc(S(=O)(=O)N3CCc4ccccc43)cn2C)cc1	-6	1.2	0.7	0	11	0	-4	4
4	CCOC(=O)c1c(/N=C/C2C(=O)CC(C)(C)CC2=O)sc(C)c1C	-4	0.99	2.3	-24	15	18	1	-39
5	O=C(CN1C(=O)c2cccc([N+](=O)[O-])c2C1=O)OCC(=O)N1CCCCC1	-5	1.2	0.1	2	-12	1	0	22
6	COc1ccc(NC(=O)Cn2nnc3ccccc32)c([N+](=O)[O-])c1	-3	1.1	14	0	-5	-1	-1	14
7	CCCCCCNC(=O)c1cn(CC)c2cc(N3CCN(C)CC3)c(F)cc2c1=O	-7	0.87	0.8	-1	31	-8	0	-41
8	Cc1csc(NC(=S)Nc2cccc(Cl)c2)n1	16	1.3	64*	0	10	38	17*	7
9	CC(C(=O)N1CCN(C=O)CC1)N1C(=O)c2ccccc2C1=O (configuration not stated)	-1	0.9	-1.8	-3	-11	-2	-2	34
10	COc1ccc(-c2noc(CN(C(=O)c3ccc(OC(C)=O)cc3)C(C)C)n2)cc1OC	-38	1	-1.7	1	-23	-6	-2	18
11	COc1cc(NC(=O)CN2C(=O)NC(C)(c3ccc(OC(F)F)cc3)C2=O)cc(OC)c1OC (configuration not stated)	-24	1.1	1.5	3	5	-4	-1	12
12	COc1ccc(-c2[nH]ncc2CN2CCCN(C(=O)c3ccco3)CC2)cc1F	-11	1	1.2	2	-4	-1	-3	22
13	CC(C)c1ccc(O)c(NC(=O)c2cncc(Br)c2)c1	2	0.98	30	2	9	5	0	34
14	CCN(CC)S(=O)(=O)c1ccc(C(=O)OCCN2C(=O)c3cccc4c(N5CCOCC5)ccc(c34)C2=O)cc1	1	0.96	-10	-28	4	-20	5	-138
15	Cc1ccc(N=Cc2ccc[nH]2)c(O)c1	-2	1.2	11	-31	77*	-9	-3	21
16	NC(=O)c1oc2ccccc2c1NC(=O)CCc1ccccc1	2	0.92	-0.2	1	8	-2	1	-23
17	NC(=O)[C@@H]1CCCCNc2c(I)cc([N+](=O)[O-])cc2C(=O)N[C@@H](CCC(=O)O)C(=O)N[C@@H](CO)C(=O)N1	-6	0.82	-3.5	0	16	5	0	6
18	O=C(c1ccccc1)C1C(c2ccccc2)C1[N+](=O)[O-] (configuration not stated)	-6	0.98	2.0	2	2	-1	-1	16
19	CN(CCOc1ccccc1)C(=O)CNC(=O)c1ccc(C(C)(C)C)cc1	5	1	0.4	2	12	-1	1	1
20	Cc1cccc(C(=O)N2CCC(=O)N(C(COCc3ccc(Cl)cc3)Cc3ccccc3)CC2)c1 (configuration not stated)	-15	0.93	-0.6	1	7	-4	4	14
21	COc1ccc(NC(=O)Cc2cccs2)c(OC)c1	3	0.82	0.4	2	14	-6	0	21
22	Cc1cc(NC(=O)c2cc(-c3ccc(OC(C)C)cc3)nc3ccccc23)no1	-11	0.88	0.9	-6	-11	14	0	-338
23	Cc1ccccc1Oc1ncnc(N)c1[N+](=O)[O-]	-10	0.87	-1.9	0	-10	4	-1	21
24	CCO[C@@H]1OC(C(=O)Nc2ccccc2)=C[C@H](c2ccc(Br)cc2)[C@H]1CCCO	-5	1	0.0	0	16	-22	-9	10
25	C[C@H](NC(=O)[C@@H]1CCC(=O)N1Cc1ccco1)c1ccccc1	-11	0.94	-0.4	1	-1	-2	-2	-6
26	CCOC(=O)c1c(C)c(C(=O)NCCN2CCOCC2)c(C)n1C	2	0.99	-1.1	4	-8	-3	6	10
27	CCCCOc1ccc(Br)cc1/C(C)=N/NC1=NCCN1	-14	1.1	67*	0	7	1	-1	10
28	C=C(C)COc1ccc2c(C)c(C)c(=O)oc2c1OCC(=C)C	-21	0.93	1.6	1	4	3	2	-423
29	CCCCCN(C(=O)CCC(=O)OCc1cccc(C(F)(F)F)c1)c1c(N)n(CCCC)c(=O)[nH]c1=O	5	1.5	0.9	1	-19	3	-2	3
30	CCCn1c(N2CCN(Cc3ccc(Cl)cc3)CC2)nc2ccccc21	11	1	0.2	-1	16	25	-4	3

# Molecules listed so far containing a thiophene ring, fused or not, in the order listed:
entry	structure	SENP6 block	hIAP activ	MPTP block	SENP1 FRET inh	PfGluPho inh	ATG4B inh	GRIN3A LBD mod	SENP8 block
4	CCOC(=O)c1c(/N=C/C2C(=O)CC(C)(C)CC2=O)sc(C)c1C	-4	0.99	2.3	-24	15	18	1	-39
21	COc1ccc(NC(=O)Cc2cccs2)c(OC)c1	3	0.82	0.4	2	14	-6	0	21

# Next section.
entry	structure	SENP6 block	hIAP activ	MPTP block	SENP1 FRET inh	PfGluPho inh	ATG4B inh	GRIN3A LBD mod	SENP8 block
31	CCOc1ccc(NC(=O)CN(C)CC(=O)Nc2cc(Cl)ccc2C#N)cc1OCC	-16	1	-4.9	-1	-2	-14	2	-5
32	O=C(NCc1cccs1)C1CCCN(S(=O)(=O)c2ccc(Br)s2)C1 (configuration not stated)	1	1.1	-1.0	2	-6	4	1	15
33	CC(=O)Nc1ccc(S(=O)(=O)N/N=C/c2cccnc2)cc1	-11	1	-0.7	0	-17	2	-1	1
34	CCOc1ccc(-n2cnc3scc(-c4ccc(OC)c(OC)c4)c3c2=O)cc1	-1	0.9	-0.4	-2	-3	1	-2	-31
35	COC(=O)c1ccccc1NC(=O)N1CCN(C(=O)c2ccco2)CC1	5	0.92	0.3	-10	2	-13	0	-186
36	O=C(Cc1ccccc1[N+](=O)[O-])N1CCN(c2ccccc2F)CC1	-14	0.95	-1.6	2	12	3	-6	17
37	CCOc1ccc(C2(C)NC(=O)N(CCN(C)C)C2=O)cc1 (configuration not stated)	1	0.81	-1.7	2	8	-4	-1	-1
38	CCN(CC)S(=O)(=O)c1ccc(Cl)c(NC(=O)c2ccccc2C)c1	-9	1.1	-2.1	4	15	-4	5	15
39	N=c1n(CCOc2ccccc2)c2ccccc2n1CCN1CCOCC1	-4	0.95	-0.2	0	9	-7	-1	18
40	COc1ccc(N2C(=O)N(Cc3ccc(C)cc3)c3ccccc3S2(=O)=O)cc1	-8	0.82	0.9	1	13	-4	-1	20
41	Cc1ccc(C(=O)NCCNc2ccc([N+](=O)[O-])cc2C(F)(F)F)cc1	-28	0.84	15	2	-9	-9	-4	14
42	CC1CN(C(=S)SCC(=O)c2ccc([N+](=O)[O-])cc2)CC(C)O1 (configuration not stated)	-2	0.97	-1.9	1	16	-3	-2	19
43	Cc1ccc(NC(=O)OCc2ccccc2S(C)=O)cc1 (configuration not stated)	9	0.95	-0.9	3	2	0	-2	21
44	Cc1ccc(NC(=O)CCN2CCN(C/C=C/c3ccccc3)CC2)cc1C	-13	1.1	-0.1	-5	-3	-1	1	25
45	Cc1cc(C)c(NC(=O)CNC(=O)COC(=O)CN2C(=O)NC3(CCCC3)C2=O)c(C)c1	-12	1.2	0.2	-1	4	8	0	9
46	CC(NC(=O)Nc1ccc2c(c1)OCO2)c1ccncc1 (configuration not stated)	-1	1.3	1.0	0	2	-1	-1	12
47	CSc1cc(-c2ccco2)oc1C(=O)c1ccco1	2	1.1	2.9	-82	11	-14	1	-2
48	CSc1ccccc1NC(=O)COC(=O)c1ccccc1O	-12	1.1	-2.7	2	1	6	-2	5
49	COc1ccc(C2CC(O)(c3ccccc3)Oc3cc(OC)c(OC)c(OC)c32)cc1 (configuration not stated)	-10	0.93	1.1	4	40	2	-8	15
50	O=C(O)c1cccc2c1Cc1cc(Cl)ccc1-2	.	.	-0.4	-6	9	-4	1	-2
51	CCOC(=O)c1c(C)c(C(=O)NCCOC)c(C)n1CC	-22	0.88	1.1	4	3	-4	-1	8
52	CN(CC(=O)Nc1cccnc1)S(=O)(=O)c1ccc(Br)cc1	13	1.1	-2.0	2	11	1	0	-1
53	COc1ccccc1-c1nnc(SCC(=O)N2CCCCC2)o1	-5	1.1	-1.4	-1	-11	5	2	2
54	CN(CCNC(=O)CN1CCN(Cc2ccccc2Cl)C1=O)Cc1ccccc1	-9	1.2	1.4	0	5	0	-5	22
55	COc1ccccc1NC(=O)CSc1nc2c(sc3ccccc32)c(=O)n1CCN(C)C	-4	1.1	-0.2	1	-2	-11	1	-432
56	CC(C)[C@H](NC(=O)c1ccccc1Cl)C(=O)Nc1ccc(S(=O)(=O)Nc2nccs2)cc1	-9	0.96	-0.8	-1	-4	1	1	17
57	C[C@H](CO)N1C[C@H](C)[C@@H](CN(C)S(=O)(=O)c2ccc(Oc3ccccc3)cc2)OCc2cn(nn2)CCCC1=O	.	.	0.5	0	1	.	.	18
58	CC/C(Cc1ccccc1)=N\NC(=O)c1cc([N+](=O)[O-])cc([N+](=O)[O-])c1	14	1	0.5	2	13	-2	-1	28
59	COC(=O)c1ccc(C23CC4(C2)[C@H](CN(Cc2ccc(C(F)(F)F)cc2)[C@@H]4c2ccccc2)C3c2ccccc2)cc1 (some centres not stated)	-11	0.91	0.8	-5	-13	-2	5	9
60	Cc1cc(C)c(C#N)c(SCS(=O)Cc2ccccc2)n1 (configuration not stated)	-7	0.95	1.2	-5	6	-14	-1	13
61	COc1cc([N+](=O)[O-])cc2cc(C(=O)N3CCCC3)c(=O)oc12	1	0.95	0.5	1	-17	3	-2	16
62	CCc1ccc(NC(=O)Cn2nnc(-c3ccc(C)cc3-n3cnnn3)n2)cc1	-8	0.95	11	3	-25	-2	-3	-5
63	CCN(CC)S(=O)(=O)c1cc(C(=O)Nc2ccccc2[N+](=O)[O-])ccc1Cl	-1	0.85	3.4	3	-7	20	-11	19
64	COc1ccc(C2C(=O)N(C3CCCCC3)CC(=O)N2Cc2ccc3c(c2)OCO3)cc1 (configuration not stated)	100*	1.1	0.1	2	4	-1	1	18
65	CCCCc1ccc(/C(C)=N/Nc2cc(N3CCOCC3)nc(C)n2)cc1	-12	0.9	1.1	5	30	-4	4	9
66	Cc1cccc(OCC(=O)Nc2ccccc2N2CCN(C(=O)C(C)C)CC2)c1C	-23	1.1	0.5	1	18	-15	-1	-1
67	COC(=O)CN1C(=S)N(c2ccc(F)cc2)C(=O)C1CC(=O)Nc1ccc(OC)cc1 (configuration not stated)	3	1	0.8	4	4	-8	8	23
68	O=C(CCc1ccc(Oc2cc([N+](=O)[O-])cc([N+](=O)[O-])c2)cc1)N1CCCCC1	-11	1	0.9	1	-14	-5	-2	24
69	O=C1N(c2cccc(Cl)c2)C(c2ccc(Cl)cc2)N2CCCN12 (configuration not stated)	-4	0.99	1.2	1	7	7	3	10
70	COCCn1nnnc1C(c1ccccc1)N1CCN(C(=O)c2ccco2)CC1 (configuration not stated)	4	1	-1.1	1	-14	9	0	9
71	CCc1nnc(NC(=O)c2ccc(S(=O)(=O)N(CC)CC)cc2)s1	4	1.2	-1.1	2	-40	-1	0	-6
72	COc1cccc(-c2n[nH]c3c2CCC3)c1	12	1.2	1.9	1	6	-3	-2	6
73	Cc1cccc(N2CCN(C(=O)c3cccc(S(=O)(=O)N4CCCCC4)c3)CC2)c1C	-20	0.98	1.1	2	10	0	1	-1
74	Cc1ccc(NC(=O)COC(=O)CN2C(=O)NC3(CCCC3)C2=O)cc1F	-25	1.1	0.9	-1	-4	-1	0	6
75	OCCSc1nc(-c2cccnc2)nc2ccccc12	-1	0.99	-1.3	3	7	-19	3	29
76	O=C(CCNC(=O)c1ccc(Br)cc1)Nc1ccccc1N1CCCCC1	-1	1	-0.7	-1	11	10	0	2
77	Cc1ccc(NC(=O)c2cccs2)cc1NC(=O)c1ccccc1Cl	5	1	-0.5	0	9	9	1	10
78	COCCNc1ccnc2c(Cl)cccc12	-5	0.97	5.1	-3	-2	1	-4	-42
